Compound activity: PubChem, Broad Institute
esBAF inh – SWI/SNF esBAF complex inhibition. mouse ES cells, Bmi1-luciferase knock-in reporter, 24 h; 100% = twice the neutral-well signal. reporter increase, % at 12.5 µM. hit rate 2% among 350,000. AID 602393; in the data active means activation above about 40%;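 further: 0% = median of the plate's neutral control wells and 100% = double that signal; a rise in the Bmi1 reporter signal indicates esBAF inhibition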
FN deposit inh – fibronectin deposition inhibition. AH1F fibroblasts, Alexa488-fibronectin deposition fluorescence, overnight. inhibition, % at 12.6 µM. hit rate 0.086% among 350,000. AID 743247;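 active means mean inhibition across replicates of 30% or more, regardless of how many single replicates reach that level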;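 further: positive control wells lacked labelled fibronectin entirely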
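Test system: AH1F fibroblast monolayer depositing Alexa488-labelled fibronectin into matrix. Input: 10000 cells per well. Technique: fluorescence, ex 485 nm, em 525 nm. Buffer or medium: DMEM plus 2% serum, read in PBS. Timing: 1 h cell adhesion before compound, then overnight fibronectin incubation. Compound: single dose, pinned. Read-out basis: inhibition from reduced deposited-fibronectin fluorescence.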
S100A4 inh HTS – S100A4-myosin IIA interaction inhibition; P26447; S100A4/TAMRA-MyoIIA peptide fluorescence polarization; inhibition, % at 10.7 µM; hit rate 0.14% among 360,000; AID 652163;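 active means mean inhibition of at least 70% across replicates, with every replicate also reaching that level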
Target sequence (P26447 whole entry, looked up): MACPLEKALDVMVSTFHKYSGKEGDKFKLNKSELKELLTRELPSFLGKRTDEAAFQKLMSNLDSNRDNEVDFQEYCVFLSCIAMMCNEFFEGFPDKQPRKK
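Material: human S100A4 monomer with TAMRA-labelled myosin IIA peptide; buffer or medium: HEPES pH 7.2 with CaCl2, KCl, NaCl, DTT, Triton; compound dosing: one concentration per compound; schedule: 5 min incubation before reading; benchmarks: neutral control DMSO, positive control TFP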
XiGFP reactiv – activators of X-chromosome reactivation in mouse fibroblasts; XiGFP mouse fibroblasts, % GFP-positive cells imaging, 3 d; cells co-treated with 5-aza-dC sensitizer; scaled so ellipticine positive control = 100%; activation, % at 7.58 µM; hit rate 0.055% among 360,000;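 active means mean normalized replicate activation at least 10% and every replicate at or above 10%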;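 further: 0% = median of on-plate neutral control wells and 100% = ellipticine 6 µM median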
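System: XiGFP fibroblasts, SV40-immortalized. Medium: DMEM plus 5-aza-dC sensitizer. Doses: single point. Timing: 3 d treatment, 15 min room-temperature fixation. Control set: ellipticine 6 µM.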
E-sel inducer – E-selectin induction on HUVECs | P16581 | AID 686992 | HUVEC E-selectin immunofluorescence imaging; normalized: neutral wells 0, TNF-alpha wells 100 | activation, % at 7.58 µM | hit rate 0.37% among 260,000;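 active means mean E-selectin-positive cell signal at least 10% of the positive control, reached in at least 60% of replicates, without over 20% cell loss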;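 further: in these data hits start at about 27%; measured in HUVEC primary endothelial cells; signal is the percent of cells scored E-selectin positive by PE staining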
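Read-out basis: % PE-positive cells; Test system: HUVEC primary endothelial cells; Technique: immunofluorescence imaging; Dosing: single-point compound dose.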
EWS-Fli block – EWS/Fli transcriptional activity inhibition; A673 NR0B1-luciferase reporter, viability-normalised; AID 651661; inhibition, % at 12.6 µM; hit rate 0.67% among 350,000;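 active means mean inhibition of at least 50% after viability correction, with every replicate also passing that limit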;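 further: firefly luciferase signal divided by Alamar Blue viability fluorescence both relative to DMSO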
RAD52 inh – blocks human RAD52 DNA annealing; inhibition, % at 18.7 µM; P43351; AID 651710; recombinant RAD52 DNA annealing, FRET fluorescence; hit rate 0.46% among 360,000;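 active means every replicate showing at least 50% inhibition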
RAD54 inh – inhibitors of human RAD54 branch migration. RAD54 Holliday junction branch migration, FAM/BHQ fluorescence. inhibition, % at 10.4 µM. hit rate 0.14% among 360,000. AID 602329;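 active means mean normalized replicate activity at least 40 and at least half of replicates scoring 40 or more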;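 further: 0% = median of neutral control wells and 100% = median of positive control wells; inhibitors cause a drop in the FAM fluorescence signal; in these data hits start at about 50%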
Target sequence (Q92698 whole entry, looked up): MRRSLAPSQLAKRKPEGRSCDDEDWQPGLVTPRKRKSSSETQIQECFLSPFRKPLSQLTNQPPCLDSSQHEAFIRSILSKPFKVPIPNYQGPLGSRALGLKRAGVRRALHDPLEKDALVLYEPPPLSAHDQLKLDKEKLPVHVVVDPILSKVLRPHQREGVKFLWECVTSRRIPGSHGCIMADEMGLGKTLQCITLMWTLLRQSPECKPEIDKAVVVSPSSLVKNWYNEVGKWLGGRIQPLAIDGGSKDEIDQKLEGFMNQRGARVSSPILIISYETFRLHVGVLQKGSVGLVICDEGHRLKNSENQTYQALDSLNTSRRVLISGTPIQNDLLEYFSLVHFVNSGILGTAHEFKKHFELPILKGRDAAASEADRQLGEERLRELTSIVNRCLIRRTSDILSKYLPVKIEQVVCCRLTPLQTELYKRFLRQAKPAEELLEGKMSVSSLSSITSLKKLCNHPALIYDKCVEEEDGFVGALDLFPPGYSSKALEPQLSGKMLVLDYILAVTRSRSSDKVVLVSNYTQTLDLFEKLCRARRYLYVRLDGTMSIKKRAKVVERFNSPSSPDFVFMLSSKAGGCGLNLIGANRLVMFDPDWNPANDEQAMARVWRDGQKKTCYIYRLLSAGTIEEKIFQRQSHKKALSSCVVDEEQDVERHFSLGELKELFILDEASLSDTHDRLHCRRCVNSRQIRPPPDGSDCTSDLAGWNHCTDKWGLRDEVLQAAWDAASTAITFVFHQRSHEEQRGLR
The depositor's hits bear a star; · = no result given.

Second line of a record: esBAF inh	FN deposit inh	S100A4 inh HTS	XiGFP reactiv	E-sel inducer	EWS-Fli block	RAD52 inh	RAD54 inh
O=C(NCc1ccccc1)c1[nH]c(C(F)(F)F)nc1-c1ccccc1
    2	-1	-2	0.0	-1.6	11	-7	-5
Clc1cccc(-c2ccc(CNCCCN3CCOCC3)o2)c1
    ·	-4	-6	0.1	0.0	-2	5	·
O=[N+]([O-])c1ccc(CSc2ccc(S(=O)(=O)N3CCCCCC3)cn2)cc1
    1	7	0	0.0	-0.2	6	-43	-2
COC(=O)COc1ccc(NC(=O)C(c2ccccc2)c2ccccc2)cc1
    -12	3	0	0.0	2.0	22	-1	-5
N#CC1=C(N)Oc2[nH]c(=S)[nH]c(=O)c2C12C(=O)Nc1ccccc12 (stereo not given)
    4	16	5	0.1	·	19	-16	3
Cc1cc(C)c(S(=O)(=O)N2CCN(C(=O)N3CCOCC3)CC2)c(C)c1
    -1	1	6	0.0	·	-5	0	5
Cc1ccc(NC(=O)CC(=O)Nc2ccc(C)cc2)cc1
    ·	-3	-6	0.2	2.3	-6	2	·
N#C[C@H]1[C@@H](c2ccccc2C2=CCCCC2)[C@H](CO)N1S(=O)(=O)c1cccc(F)c1
    ·	-3	·	0.0	0.0	-3	-5	·
C[C@@H]1CN([C@H](C)CO)C(=O)c2cc(NC(=O)NC3CCCCC3)ccc2O[C@H]1CN(C)CC1CCCCC1
    3	·	-2	-0.8	·	-8	4	0
COc1cc(CNC(=O)C2CC(O)CN2C(=O)Nc2ccccc2)cc(OC)c1OC (stereo not given)
    -7	-19	-3	0.0	·	3	-8	-7
COc1ccc(-c2ccc(C)cc2)cc1[C@H]1[C@H]2C=CC[C@@H](C)[C@@H]2C(=O)N1Cc1ccccc1
    2	-7	12	0.0	-0.4	22	-12	-8
O=C(Nc1ccc(Cl)c(C(F)(F)F)c1)NC1CC2CCCC(C1)N2Cc1ccccc1 (stereo not given)
    ·	4	2	0.0	0.3	18	9	·
O=C(NCC(F)(F)F)[C@H]1O[C@@H](n2ccc(=O)[nH]c2=O)[C@H](O)[C@@H]1O
    -5	-12	-4	0.4	-0.1	-19	-2	-11
O=C1Nc2c(ccc(Cl)c2Cl)C(=O)C1(F)c1ccccc1 (stereo not given)
    ·	3	-4	-0.1	0.8	-10	-20	·
Cc1cccc(OCc2nnc(SCC(=O)Nc3ccc(C)c(Cl)c3)o2)c1
    10	·	-7	·	·	0	-11	-6
O=C1CCC(C(=O)Nc2ccccc2N2CCOCC2)=NN1
    -3	1	-1	0.0	0.0	3	-1	·
CO[C@H]1CN(C)C(=O)c2cc(NC(=O)c3cnccn3)ccc2OC[C@@H](C)N(C)C[C@H]1C
    4	-2	11	-0.1	0.6	-2	-10	2
CCOC(=O)/C(N=Nc1ccc2c(c1)OCO2)=C(\C)O
    ·	5	-6	0.4	-0.1	-82	-12	·
Cc1cc(C(=O)NNc2c(Cl)cccc2Cl)no1
    0	-6	0	0.0	0.2	2	-10	-9
C[C@H]1CN([C@@H](C)CO)C(=O)Cc2cc(NS(=O)(=O)c3ccc(F)cc3)ccc2O[C@@H]1CN(C)C(=O)Nc1ccc2c(c1)OCO2
    -6	-6	·	-0.1	-0.1	-3	·	·
COCC(=O)N1CC2(CCN(Cc3ccc(Cl)cc3)CC2)c2c([nH]c3cc(OC)ccc23)[C@@H]1CO
    ·	·	12	-0.1	-0.3	23	5	·
CCCCN1CC(=O)N2[C@@H]3c4cc(OC)ccc4OC[C@@H]3[C@H](C(=O)OCC)[C@]2(C)C1=O
    -3	19	-35	-0.2	0.9	9	2	5
Cc1cccc(N(C)Cc2nnc(-c3cccc(Br)c3)o2)c1
    -5	-3	-15	0.2	0.3	13	-9	6
C#CCNC(=O)C1=C[C@H](C)C[C@H](OCc2ccc(CO)cc2)O1
    2	-5	-5	-0.1	0.0	-22	1	8
O=C(CSc1ccc2c(c1)OCCO2)NCc1ccccc1
    ·	1	-14	0.4	1.1	17	-23	·
CCN(CC)CCNc1cc(C)c(C#N)c2nc3ccccc3n12
    8	6	-1	-0.1	0.3	-5	-84	27
CCN(CC(=O)Nc1c(F)cccc1F)C(=O)CNC(=O)c1sc2ccccc2c1Cl
    6	-9	-10	-0.1	-1.7	-27	-7	7
C[C@H](CO)N1C[C@H](C)[C@H](CN(C)S(=O)(=O)c2ccc(Cl)cc2)Oc2ccc(NC(=O)CCC(F)(F)F)cc2C1=O
    -3	·	-7	-0.8	0.8	-3	12	-7
c1ccc(COc2ccc(CNn3cnnc3)cc2)cc1
    13	·	-4	·	·	-16	-7	·
CCOCCCNC(=O)C1CC(=O)N(CCc2ccccc2)C1 (stereo not given)
    -3	-1	-3	-0.1	0.6	4	-15	-10

Second line of a record: esBAF inh	FN deposit inh	S100A4 inh HTS	XiGFP reactiv	E-sel inducer	EWS-Fli block	RAD52 inh	RAD54 inh
Cc1csc2ncc(C(=O)Nc3ccc4c(c3)OCCO4)c(=O)n12
    -2	-11	1	-0.1	1.1	-41	1	12
CC=Cc1ccc2n(c1=O)C[C@@H]1[C@@H](CO)[C@H](C(=O)NCC(F)(F)F)N(C(=O)c3cccnc3)[C@H]21 (mixture of isomers)
    0	-1	-9	0.2	-0.2	3	-16	2
COc1ccc(CCNC(=O)C2CCN(S(=O)(=O)c3ccc(OC)cc3)CC2)cc1
    -5	6	0	0.3	·	6	-3	1
CN(C)C(=O)c1ccc(-c2ccccc2[C@H]2[C@H](C#N)N(C(=O)C3CC3)[C@H]2CO)cc1
    ·	-8	9	0.0	0.0	-5	3	·
C/C(=N\NC(=O)CCc1ccccc1)C1C(=O)c2ccccc2C1=O
    23	9	-4	-0.1	7.9	-21	-13	5
COc1ccccc1NS(=O)(=O)c1cccc(NC(=S)NCCN2CCOCC2)c1
    ·	8	6	-0.1	·	-13	3	·
CC(C)N(C(=O)CSc1nnc(NC(=O)c2ccco2)s1)C(C)C
    ·	-2	0	-0.1	·	8	-16	·
O=C(NCc1ccc(Cl)cc1)C(=O)NCC1CCCN1S(=O)(=O)c1cccs1 (stereo not given)
    1	4	1	0.0	0.0	0	-35	-8
C=CCn1c(=O)c2ccc(C(=O)NCc3ccccc3)cc2n(Cc2ccccc2Cl)c1=O
    ·	3	2	0.4	0.2	-1	-21	·
Cc1ccccc1NC(=O)Cn1nnc(-c2ccc(CN3CCC(C)CC3)cc2)n1
    ·	1	8	0.1	-0.6	7	-5	·
CCc1nn(C(C)C(=O)NC2CCCCCC2)c(=O)c2cc3occc3n12 (stereo not given)
    -1	1	2	0.2	1.9	·	-22	7
Cc1cc(C)cc(NC(=O)C(Sc2nnc(C)c(=O)[nH]2)c2ccccc2)c1 (stereo not given)
    -8	1	-4	-0.2	0.3	2	7	-4
COCCN(C(=O)CSc1nc2ccccc2c(=O)n1C(C)COC)c1c(N)n(Cc2ccccc2)c(=O)[nH]c1=O (stereo not given)
    ·	3	0	0.2	·	6	-18	·
Cc1cc(C)n(CC(=O)NNC(=O)c2cncc(Br)c2)n1
    -4	4	-2	0.0	-0.2	6	-6	-6
O=C(C[C@@H]1CC[C@H](NS(=O)(=O)c2ccc(F)cc2)[C@@H](CO)O1)N1CCC(Cc2ccccc2)CC1
    4	·	-19	-0.3	-0.3	5	8	-7
CCC(=O)N[C@@H]1C=C[C@@H](CC(=O)NCc2ccccc2F)O[C@H]1CO
    -3	·	-1	0.1	-0.2	-3	7	7
CC(C)NC(=O)N(C)C[C@@H]1Oc2ccc(NC(=O)NC3CCCCC3)cc2C(=O)N([C@@H](C)CO)C[C@H]1C
    2	·	4	0.0	-1.5	0	-12	0
CCCn1c(=O)c(C(=O)Nc2ncccc2C)c(O)c2ccccc21
    ·	·	-1	0.0	·	1	-14	·
CC(C)Cc1ccc(-c2cc3nc(NCc4cccc(Cl)c4)ccn3n2)cc1
    79*	·	0	-0.1	2.7	-58	-64	-6
NC(=O)CC(NC(=O)c1ccc(Br)cc1)c1ccc(N2CCN(c3ccccc3)CC2)c([N+](=O)[O-])c1 (stereo not given)
    2	5	-2	0.1	0.0	8	-3	0
C[C@H](CO)N1C[C@H](C)[C@@H](CN(C)CC2CC2)Oc2ccc(NC(=O)Nc3ccccc3)cc2CC1=O
    4	·	49	0.4	-0.4	6	18	-1
Cc1cccc(-c2cnc(C(O)c3cc(C)cc(C)c3)[nH]2)c1 (stereo not given)
    0	2	6	-0.1	0.4	4	-3	-4
Cc1ccccc1C(OCC(O)CN1CCN(CCO)CC1)c1ccccc1 (stereo not given)
    -3	·	-9	0.3	·	-2	0	3
C[C@@H]1CCCCO[C@H](CN(C)C(=O)CCC(F)(F)F)[C@@H](C)CN([C@H](C)CO)C(=O)c2cc(NC(=O)C3CCCCC3)ccc2O1
    5	-5	6	0.2	-0.3	-7	-4	0
O=S1(=O)N[C@@H](Cc2ccccc2)COc2cc(Br)ccc21
    -1	2	-1	0.0	1.2	-3	-2	7
CCN1CCN(c2ccc(NC(=O)c3ccc([N+](=O)[O-])o3)cc2Cl)CC1
    ·	-19	-16	0.2	-2.0	33	1	·
CCOC(=O)Cn1nc(-c2ccccc2)c2cnc3ccc(C)cc3c21
    12	-1	3	0.1	1.2	-10	-15	0
O=C1c2ccccc2CCc2ccc(Br)cc21
    4	-1	-3	0.4	0.0	-14	-5	-2

Arranged by value in S100A4 inh HTS (ascending): 3 of the compounds above
SMILES,esBAF inh,S100A4 inh HTS,RAD52 inh
C/C(=N\NC(=O)CCc1ccccc1)C1C(=O)c2ccccc2C1=O,23,-4,-13
Cc1cc(C)n(CC(=O)NNC(=O)c2cncc(Br)c2)n1,-4,-2,-6
CC(C)N(C(=O)CSc1nnc(NC(=O)c2ccco2)s1)C(C)C,·,0,-16

Single records, as listed above:
CCN(CC)CCNc1cc(C)c(C#N)c2nc3ccccc3n12 reads esBAF inh: 8; FN deposit inh: 6; S100A4 inh HTS: -1; XiGFP reactiv: -0.1; E-sel inducer: 0.3; EWS-Fli block: -5; RAD52 inh: -84; RAD54 inh: 27
CCN1CCN(c2ccc(NC(=O)c3ccc([N+](=O)[O-])o3)cc2Cl)CC1 reads esBAF inh: ·; FN deposit inh: -19; S100A4 inh HTS: -16; XiGFP reactiv: 0.2; E-sel inducer: -2.0; EWS-Fli block: 33; RAD52 inh: 1; RAD54 inh: ·
O=S1(=O)N[C@@H](Cc2ccccc2)COc2cc(Br)ccc21 reads esBAF inh: -1; FN deposit inh: 2; S100A4 inh HTS: -1; XiGFP reactiv: 0.0; E-sel inducer: 1.2; EWS-Fli block: -3; RAD52 inh: -2; RAD54 inh: 7
